# RECQ1 inh: blocks DNA unwinding by human RECQ1. P46063. RECQ1 DNA unwinding, red fluorescence kinetic read. Potency, µM (top dose mostly 57.3 µM), inactives show top-dose activity, negative = inhibition, actives largely listed as inhibitors. 0.54% of 240,000 active. AID 2549;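 note: plate controls were vehicle for no effect and no enzyme for full effect; nearly all actives have a fitted effect of over 30% in size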
#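 50 nM RECQ1T1 preincubated 15 min with compound in Tris pH 8.0 buffer with MgCl2, DTT, Tween-20 and 2.5 ug/ml poly(dI-dC); started with 200 nM TAMRA/BHQ-2 forked duplex and 2 mM ATP. Unwinding read as fluorescence (525/598 nm), two reads 2 h apart.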
# TR SRC2 fluor cs: counter-screen for TRb-SRC2 inhibitors: fluorescence interference. TRb/SRC2 Texas Red total fluorescence interference. Potency, µM (titrated, usually from 106 µM), inactives show top-dose fluorescence change, negative = quenching. 0.29% of 280,000 active. AID 1479; active = well fitted curve in either direction with a large enough effect; inconclusive = small, poorly fitted or top-dose-only effect
#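 Human TRβ ligand-binding domain (0.6 uM) and Texas Red SRC2 peptide (20 nM) in Tris buffer with 1 uM T3 and 5% DMSO were incubated with pinned compound for 5 hr at ambient temperature. Total fluorescence was computed as S + 2P (555/632 nm).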
# Tau fibril FP: blocks human tau fibril formation measured by polarization | P10636 | K18 P301L tau heparin fibrillization, Alexa594 FP, 6 h | Potency, µM (series often up to 57.7 µM), without a hit: at the highest dose activity, negative = inhibition, most hits filed as inhibitors | 0.39% of 280,000 active | AID 1468; note: nearly all actives have a fitted effect of over 55% in size
# Target sequence (P10636 561-689 P618L limits assumed): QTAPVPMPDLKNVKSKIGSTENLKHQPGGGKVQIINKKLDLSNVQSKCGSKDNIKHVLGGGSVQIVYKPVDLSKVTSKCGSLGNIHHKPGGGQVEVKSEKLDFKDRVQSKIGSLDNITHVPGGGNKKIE
#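 Compound effects on tau fibrillization are measured by Alexa 594 fluorescence polarization (ex 555, em 632 nm). K18 P301L tau is used at 15 uM with 0.24 uM labeled tracer, and 20 uM heparin induces aggregation over 6 hr at 37 C.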
# KDM4E inh: inhibitors of human JMJD2E histone demethylase | B2RXH2 | JMJD2E catalytic domain, FDH-coupled NADH fluorescence (FDH is formaldehyde dehydrogenase) | Potency, µM (top dose mostly 57.1 µM), for inactives: at the top dose activity change, negative = inhibition, actives largely listed as inhibitors | 1.6% of 230,000 active | AID 2147; active = well fitted inhibition curve with a large enough effect, not every such curve was filed as active; inconclusive = small, poorly fitted or top-dose-only effect, or another doubt; inactive = no such curve, though single readings can be large or run the other way;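 note: 0% = wells with enzyme and -100% = buffer wells without enzyme; nearly all actives have a fitted effect of over 50% in size; many of its hits are not listed in these tables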
# TRb SRC2 PPI: inhibitors of human thyroid hormone receptor beta-SRC2 interaction; P10828; TRbeta-SRC2 peptide binding, fluorescence polarization; receptor liganded with 1 µM T3; Potency, µM (highest dose often 106 µM), inactives show top-dose activity change, negative = inhibition, most hits filed as inhibitors; 0.065% of 280,000 active;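 note: plate controls were bound peptide for no effect and peptide without receptor for full effect; nearly all actives have a fitted effect of over 50% in size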
# Target sequence (P10828 whole entry, looked up): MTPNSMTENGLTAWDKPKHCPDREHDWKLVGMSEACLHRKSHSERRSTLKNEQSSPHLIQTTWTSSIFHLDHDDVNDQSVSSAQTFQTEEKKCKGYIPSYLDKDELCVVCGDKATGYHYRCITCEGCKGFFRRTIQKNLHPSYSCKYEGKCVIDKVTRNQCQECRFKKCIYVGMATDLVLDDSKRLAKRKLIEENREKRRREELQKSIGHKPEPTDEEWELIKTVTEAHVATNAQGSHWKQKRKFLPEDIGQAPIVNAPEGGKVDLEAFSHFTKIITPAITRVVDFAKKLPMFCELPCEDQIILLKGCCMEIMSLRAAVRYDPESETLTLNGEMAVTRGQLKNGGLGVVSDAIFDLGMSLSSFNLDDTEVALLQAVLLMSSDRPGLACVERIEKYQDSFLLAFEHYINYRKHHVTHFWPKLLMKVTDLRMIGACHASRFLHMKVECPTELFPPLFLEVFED
#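 Fluorescence polarization of 20 nM Texas Red SRC2 peptide (20-aa NR interaction domain) bound to 0.6 uM human TRb ligand-binding domain, with 1 uM T3, after 5 hr at ambient temperature; inhibition seen as decreased polarization.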
# L3MBTL1 block: inhibitors of human L3MBTL1; AlphaScreen L3MBTL1–H3K9me1 peptide binding; Potency, µM (highest dose often 57.1 µM), without a hit: at the top dose activity, negative = inhibition, most hits filed as inhibitors; 0.66% of 230,000 active; AID 485360; note: nearly all actives have a fitted effect of over 60% in size
#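 AlphaScreen proximity signal between nickel-chelate acceptor and streptavidin donor beads (final 10 ug/mL) reports binding of 50 nM L3MBTL1 to 75 nM biotin-H3 K9me1 peptide; complex incubated with compounds 30 min at room temperature; cefsulodin titration as control.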
# GoLoco inh red: blocks human Gai1 binding to RGS12 GoLoco peptide, red readout | 0.44% of 230,000 active | Gai1:RGS12 GoLoco peptide FP, rhodamine, 10 min | P63096 | AID 880 | Potency, µM (doses to about 61.6 µM), for the others: at the top dose activity, negative = inhibition, most hits filed as inhibitors; active = well fitted inhibition curve with a large enough effect, not every such curve was filed as active; inactive = no such curve, though single readings can be large or run the other way; note: nearly all actives have a fitted effect of over 30% in size; many of its hits are not listed in these tables
# Target sequence (P63096 whole entry, looked up): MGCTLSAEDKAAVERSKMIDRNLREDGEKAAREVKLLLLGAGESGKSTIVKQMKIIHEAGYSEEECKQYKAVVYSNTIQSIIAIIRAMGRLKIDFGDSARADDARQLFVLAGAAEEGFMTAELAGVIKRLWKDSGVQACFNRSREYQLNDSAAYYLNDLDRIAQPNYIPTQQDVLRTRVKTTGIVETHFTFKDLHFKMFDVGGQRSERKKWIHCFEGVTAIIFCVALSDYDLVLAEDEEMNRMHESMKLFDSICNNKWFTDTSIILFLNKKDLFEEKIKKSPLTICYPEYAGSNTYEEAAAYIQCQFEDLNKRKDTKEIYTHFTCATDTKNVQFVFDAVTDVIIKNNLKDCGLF
# Tau ThT inhib: blocks human tau fibril formation measured by thioflavin T; P10636; recombinant tau K18 P301L (four-repeat tau fragment), heparin-induced fibrillization, ThT fluorescence; Potency, µM (series often up to 57.4 µM), without a hit: top-dose activity, negative = inhibition, most hits filed as inhibitors; 2.1% of 270,000 active; AID 1460; note: nearly all actives have a fitted effect of over 55% in size
#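 In this qHTS, human K18 P301L tau is incubated with compound and heparin for 6 hr at 37 C, and Thioflavin T fluorescence then reports fibril load.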
# * = called active by the depositor; i = inactive; ? = inconclusive; . = not tested or not shown; & = joins results of further samples; ! = not confirmed by another sample; [ ] = remark or other dose. Unless noted, calls come from the whole dose curve; as a rule, active = well fitted curve in the direction sought with a large enough effect; inconclusive = small, poorly fitted or top-dose-only effect, or another doubt; inactive = no such curve, though single readings can be large; an effect the other way counts as inactive or inconclusive. Unless noted, % is set by controls: 0 for no effect and ±100 for the full control effect; potency is the fitted concentration of half-maximal effect. The list is partial, so the mix of outcomes need not match the whole.
SMILES,RECQ1 inh,TR SRC2 fluor cs,Tau fibril FP,KDM4E inh,TRb SRC2 PPI,L3MBTL1 block,GoLoco inh red,Tau ThT inhib
CCOCCN1CCN(c2nnc3n2-c2ccc(Cl)cc2C(c2ccccc2Cl)=NC3)CC1,-9%,-1%,4%,0%,-1%,-4%,-2%,-5%
Nc1ccc(-c2ccccc2)cc1,-6%,0%,.,.,-1%,.,4%,.
Fc1ccc(C2=CCN(C(c3ccc(Cl)cc3)c3nnnn3Cc3ccccc3)CC2)cc1 (configuration not stated),-9%,-2%,-3%,-12%,3%,1%,1%,-16%
CN1C[C@H](C(=O)N[C@]2(C)O[C@@]3(O)[C@@H]4CCCN4C(=O)[C@H](Cc4ccccc4)N3C2=O)C=C2c3cccc4[nH]cc(c34)C[C@H]21,?,?,.,.,-15%,.,-9%,.
CC1(C)CC(=O)C(C=NCCN2CCN(C(=O)Cc3ccc(Cl)cc3)CC2)=C(O)C1,14%,-6%,8%,5%,-5%,-2%,-2%,-3%
CN(C)CCN=Cc1c(O)n(-c2cccc3ccccc23)c(=O)[nH]c1=O,-1%,0%,1%,3%,-2%,5%,3%,3%
O=C(Oc1c(Cl)cc(Cl)c2ccccc12)N1CCCCC1,-16%,-5%,2%,-10%,-5%,.,4%,-18%
CC(=O)OC1(c2ccccc2)CCN(C)C(C)C1C (configuration not stated),-5%,-3%,8%,5%,-2%,1%,3%,-5%
NNC(=O)c1nn(-c2ccccc2)cc1O,-1%,-4%,5%,14%,2%,?,9%,?
O=C(c1ccc(C(F)(F)F)cc1)C1CCCN(Cc2ccncc2)C1 (configuration not stated),2%,-2%,?,-4%,3%,-9%,20%,4%
Cc1ccc(N2C(=O)NC(=O)C(CCc3ccncc3)(Cc3cccc(Cl)c3Cl)C2=O)cc1 (configuration not stated),-4%,0%,12%,0%,0%,-6%,3%,?
CC(C)C(=O)Nc1nnc(CCN(CCc2nnc(NC(=O)C(C)C)s2)[N+](=O)[O-])s1,-7%,-3%,-10%,-10%,-2%,-2%,6%,-2%
O=C1c2ccccc2C(=O)N1Cc1nc2ccccc2c(=O)n1-c1cccnc1,-4%,0%,8%,7%,-1%,-9%,-5%,0%
Cc1ccc(CNC(=O)c2ccccc2NC(=O)c2nsc3ccccc23)cc1,.,-1%,?,.,-3%,.,.,11%
CNC(=O)Oc1ccc(-c2cn3cc(C)ccc3n2)cc1,1%,0%,7%,?,10%,-4%,3%,?
CC(C)=CCCC1(C)C=Cc2c(O)c3c(c(CC=C(C)C)c2O1)OC12C(=CC4CC1C(C)(C)OC2(C/C=C(/C)C(=O)O)C4O)C3=O (configuration not stated),-11%,-2%,?,-20%,-1%,.,-8%,18µM*
O=C(CC1CCCCC1)N1CCC(c2nc(-c3ccc(S(=O)(=O)N4CCCC4)cc3)no2)CC1,-12%,-5%,2%,2%,-1%,0%,0%,?
CCn1cnc2c(Nc3cccc(Cl)c3)nc(N[C@@H]3CCCC[C@@H]3N)nc21,-11%,-2%,10%,-11%,-3%,.,-7%,?
CC(C)COP(=O)(c1ccc(N(C)C)cc1)C(Nc1ccccc1)c1ccccc1 (configuration not stated),-7%,-6%,9%,?,0%,-4%,-8%,-12%
CCNC(=O)NNC(=O)C1CC(c2cccnc2)=NO1 (configuration not stated),i,-4%,-4%,?,-5%,16%,11%,14%
CC(=O)OC1N=C(c2ccc(Cl)cc2)c2cc(Br)ccc2NC1=O (configuration not stated),-4%,0%,3%,2%,-16%,1%,3%,-6%
Cc1cc(C=C2C(=O)NC(=O)NC2=O)c(C)n1-c1ccncc1,0%,2%,?,?,-25%,.,28%,?
Clc1ccc(C(c2ccc(Cl)cc2)C(Cl)Cl)cc1,-10%,0%[201 µM],.,.,-2%[201 µM],.,20%,.
Cc1ccc2cc3cc(C(=O)N4CCC5(CC4)OCCO5)oc3nc2c1,-3%,-1%,-2%,?,5%,1%,5%,-7%

# Overlap with the part before: three entries, then new ones.
SMILES,RECQ1 inh,TR SRC2 fluor cs,Tau fibril FP,KDM4E inh,TRb SRC2 PPI,L3MBTL1 block,GoLoco inh red,Tau ThT inhib
Cc1cc(C=C2C(=O)NC(=O)NC2=O)c(C)n1-c1ccncc1,0%,2%,?,?,-25%,.,28%,?
Clc1ccc(C(c2ccc(Cl)cc2)C(Cl)Cl)cc1,-10%,0%[201 µM],.,.,-2%[201 µM],.,20%,.
Cc1ccc2cc3cc(C(=O)N4CCC5(CC4)OCCO5)oc3nc2c1,-3%,-1%,-2%,?,5%,1%,5%,-7%
COc1ccc(CC2c3cc(OC)c(OC)cc3CCN2C)cc1OC (configuration not stated),4%&-13%,-5%&1%,-8%&-2%,-13%,-1%&4%,4%,-4%&-2%,-14%&-2%
Cc1cccc(OP(N)(=O)Oc2cccc(C)c2C)c1C,-6%,0%,3%,-2%,6%,8%,-2%,?
Cc1cccc(C)c1NC1=NCCCCS1,i,-4%,-7%,3%,3%,.,-12%,1%
CC/C(=N\Nc1ccccc1)c1c(O)n(C)c(=O)n(C)c1=O,-18%,-3%,3%,-19%,-4%,-7%,-10%,-11%
COCCOC(=O)C1=C(C)OC(N)=C(C(=O)OC)C12C(=O)Nc1ccccc12 (configuration not stated),-5%,0%,?,0%,6%,-3%,-6%,40µM*
CCC1(CC)C(=O)N(C)C(=O)NC1=NC,3%,-1%,6%,-1%,-9%,-8%,1%,-5%
N[C@@H](Cc1c[nH]c2ccccc12)c1nnc(SCc2ccccc2F)o1,i,-3%,-2%,1%,-12%,-5%,17%,-15%
O=P(Nc1cccc(Cl)c1)(Oc1ccccc1)Oc1ccccc1,i,-1%,8%,-32%,4%,-3%[11.4 µM],14%,5%
O=C1NC(=O)N(c2ccc(F)cc2)C(=O)/C1=C/c1ccc(N2CCOCC2)cc1,i,-5%,-6%,?,-6%,.,143%[activator],?
CC(CN1CCOCC1)OC(=O)Cc1ccccc1 (configuration not stated),-4%,-1%,1%,-9%,-6%,17%,7%,4%
C=C1N2CCC(CC2)C1(O)c1ccc(C)c(C)c1 (configuration not stated),-8%,-1%,4%,5%,0%,13%,-4%,-2%
NC(=O)Nc1ccc(C(=O)OCC(=O)Nc2ccc(Cl)cc2C(=O)c2ccccc2)cc1,0%,0%,?,6%,-4%,-1%,12%,-11%

# Continued; the last three above are carried over.
SMILES,RECQ1 inh,TR SRC2 fluor cs,Tau fibril FP,KDM4E inh,TRb SRC2 PPI,L3MBTL1 block,GoLoco inh red,Tau ThT inhib
CC(CN1CCOCC1)OC(=O)Cc1ccccc1 (configuration not stated),-4%,-1%,1%,-9%,-6%,17%,7%,4%
C=C1N2CCC(CC2)C1(O)c1ccc(C)c(C)c1 (configuration not stated),-8%,-1%,4%,5%,0%,13%,-4%,-2%
NC(=O)Nc1ccc(C(=O)OCC(=O)Nc2ccc(Cl)cc2C(=O)c2ccccc2)cc1,0%,0%,?,6%,-4%,-1%,12%,-11%
NC1C=CC=C(C(=O)O)C1 (configuration not stated),-13%,?,-8%&-4%,-7%,-8%&0%,.,8%&-11%,-2%&-16%
O=C(NC1C(=O)NNC1c1ccc(Cl)cc1)c1ccc(F)cc1 (configuration not stated),-5%,0%,-22%,?,-10%,-5%,11%,?
CCC(N)Cc1c[nH]c2ccccc12 (configuration not stated),24%,-3%,2%,-2%,-2%,.,0%,-1%
CC1=C(C(=O)N2CCC3(CC2)OCCO3)C2(CCC(C)CC2)OC1=O (configuration not stated),i,1%,1%,0%,-9%,5%,-2%,4%
Cc1ccc2c(c1Cl)NC(C(=O)O)C1CC(Sc3ccccc3[N+](=O)[O-])C(Cl)C21 (configuration not stated),-28%,-2%,-3%,-26%,-3%,.,41%[activator],.
C=CC(=O)OC,9%,1%,.,.,3%,.,-14%,.
CC(C)[C@@]1(NC(=O)[C@@H]2C[C@@H]3c4cccc5[nH]cc(c45)C[C@H]3N(C)C2)O[C@@]2(O)[C@@H]3CCCN3C(=O)[C@H](Cc3ccccc3)N2C1=O,-10%&-11%&20%,-1%&-3%&-2%,?,?,5%&5%&2%,-7%,9%&11%&5%,?
CCCCC/C=C\C/C=C\C/C=C\C/C=C\CCCC(=O)O,2.2µM*!,-2%&0%&-2%&0%,?,28µM*!,-8%&1%&-9%&-28%,?,4%&0%&-19%&4%,28µM*!
O=c1[nH]c(=O)n(Cc2ccccc2)c(O)c1C=NCCCn1ccnc1,i,0%,-1%,-3%,2%,0%,4%,-1%
CN(C)CCN=Cc1c(O)n(CCC2=CCCCC2)c(=O)[nH]c1=O,-9%,0%,3%,2%,-17%,1%,4%,0%
Cc1ccc(-n2c(O)c(C=NCCN3CCOCC3)c(=O)[nH]c2=O)cc1,-5%,0%,3%,-8%,-5%,.,-4%,-12%
COc1cccc(CN2CCCCC2c2cccnc2)c1 (configuration not stated),i,1%,5%,?,-16%,-8%,-9%,-3%
CCC(C)C12CN3CCN(CC(C)(C3)C1=O)C2 (configuration not stated),-3%,-3%,-1%,-5%,4%,.,2%,0%
CP(C)(=O)CCC(=O)O,-9%,1%,2%,-4%,-19%,5%,15%,14%
COc1ccc(NC2(C#N)CCCCC2)cc1,i,-1%,5%,5%,4%,-5%,2%,16%
O=C(CCC1CCCC1)c1c(O)c2ccccc2oc1=O,13%,-1%,4%,-10%,-2%,?,-1%,-8%
Cc1ccc(N=Nc2cc(C)ccc2N)cc1,-8%,-1%,18%,3%,1%,14µM*,4%,11µM*
CCn1ccnc1CN1CCCC(C(=O)c2cc(Cl)ccc2OC)C1 (configuration not stated),i,-9%,-8%,-5%,3%,9%,-7%,?

# Source: PubChem (National Center for Advancing Translational Sciences (NCATS))
